tim23-1 inh = inhibits growth of tim23-1 mutant yeast; AID 463212; inhibition, % at 20 µM; S. cerevisiae tim23-1 growth, BacTiter-Glo luminescence, 24 h; hit rate 1.3% among 330,000;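 active = growth inhibition of the mutant yeast at or above 50%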;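 note: temperature-sensitive mutant grown at 25 °C; plate controls were DMSO-treated mutant yeast for no effect and medium wells lacking yeast for full effect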
APJ antag = blocks the human apelin receptor APJ; P35414; inhibition, % at 20 µM; hit rate 0.32% among 330,000; CHO-K1 APJ beta-arrestin complementation, luminescence;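 active = inhibition above about 40% at 20 µM, limit read from the data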;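 note: cells challenged with 10 nM apelin-13 agonist together with compound; plate controls were apelin-13 plus DMSO wells for no effect and DMSO wells lacking apelin-13 for full effect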
Target sequence (P35414 whole entry, looked up): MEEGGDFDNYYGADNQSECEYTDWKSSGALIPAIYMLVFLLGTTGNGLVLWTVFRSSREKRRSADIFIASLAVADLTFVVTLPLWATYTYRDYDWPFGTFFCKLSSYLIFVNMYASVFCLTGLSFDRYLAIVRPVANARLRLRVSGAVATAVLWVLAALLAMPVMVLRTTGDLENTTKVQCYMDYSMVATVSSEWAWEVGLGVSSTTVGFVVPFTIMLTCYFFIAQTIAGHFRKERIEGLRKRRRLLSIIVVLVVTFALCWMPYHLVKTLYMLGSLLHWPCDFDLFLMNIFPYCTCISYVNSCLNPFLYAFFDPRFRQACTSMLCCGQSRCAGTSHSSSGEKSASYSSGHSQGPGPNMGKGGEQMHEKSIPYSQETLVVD
UPR XBP1 act = activators of adaptive arm of unfolded protein response (XBP1); activation, % at 20 µM; CHO-XBP1 luciferase reporter, IRE1-XBP1 UPR activation, luminescence; percent of tunicamycin response, DMSO as zero; hit rate 0.33% among 330,000;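 active = versus positive control, 20 µM dose yields 30% or more activation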;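 note: 100% = tunicamycin at 10 µg/mL and 0% = DMSO only wells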
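assay system = CHO-XBP1 luciferase reporter cells | amount = 1000 cells/well | buffer or medium = F12 plus 10% FBS | compound dosing = single point, 20 µM final compound, 1% DMSO | incubation = 16-18 h cell attachment at 37 °C, then 6 h compound exposure | detection = Steady-Glo luminescence read | controls = tunicamycin 10 µg/mL and vehicle-only wells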
697 NFkB inh = lowers PMA/ionomycin-induced NF-kB signal in 697 B cells | 697 B-cell NF-kB luciferase reporter, 16 h | inhibition, % at 4 µM | hit rate 0.33% among 330,000; in the data active = inhibition above about 35%
UPR CHOP act = apoptotic UPR (CHOP) activation; CHO-CHOP luciferase reporter, luminescence; percent of tunicamycin response over DMSO baseline; activation, % at 10 µM; hit rate 0.34% among 330,000;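 active = at 10 µM dose, activation of 40% or more, normalized to positive control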;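 note: 100% = tunicamycin at 10 µg/mL and 0% = DMSO alone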
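Evaluation: % reporter activation, DMSO baseline versus tunicamycin full activation; System: CHO-CHOP luciferase reporter cell line; Input: 500 cells/well; Incubation: 6 h compound treatment, 37 °C; Measured by: Steady-Glo luciferase luminescence; Dosing: one dose, 10 µM in 0.5% DMSO; Buffer or medium: F12 medium, 10% FBS; Benchmarks: positive tunicamycin 10 µg/mL, negative DMSO alone.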
Mdm2-MdmX inh = disrupts the human Mdm2-MdmX interaction. hit rate 3% among 330,000. SaOS-2 split-luciferase Mdm2/MdmX complementation, luminescence. O15151+Q00987. inhibition, % at 8 µM;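 active = inhibition of at least 50% at 8 µM in the primary screen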
APJ ag = APJ receptor agonism; CHO-K1 APJ PathHunter beta-arrestin, luminescence; 0% DMSO wells, 100% apelin; hit rate 0.11% among 330,000; activation, % at 20 µM;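 active = activation more than six SD over the plate average, tested at 20 µM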;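 note: 0% = DMSO alone and 100% = apelin-13 at 10 nM; some results filed as inactive read as strong as hits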
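Assay system: engineered CHO-K1 APJ arrestin reporter cells; Amount: 1000 CHO-K1 reporter cells seeded per well; Dosing: one dose, 20 µM compound, 1% DMSO; Times: compound stimulation 90 min at 25 °C, detection 60 min; Measured by: luminescent beta-gal fragment complementation, chemiluminescent substrate; Read-out: APJ–arrestin association signal; Controls: DMSO vs Apelin-13 10 nM.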
Jurkat NFkB inh = lowers PMA/ionomycin-induced NF-kB signal in Jurkat cells. PMA/ionomycin-induced NF-kB luciferase reporter, luminescence. inhibition, % at 4 µM. hit rate 0.53% among 330,000; in the data active = inhibition above about 50%
Active calls of the source: *. An unsorted share of the library. About 5% of those tested had a hit in this group.

Compound	APJ antag	UPR XBP1 act	Jurkat NFkB inh	Mdm2-MdmX inh	APJ ag	697 NFkB inh	UPR CHOP act	tim23-1 inh
CN(Cc1ccccc1)c1ncnc2c1cnn2-c1ccccc1	0	1	-115	-206	-3	-96	6.3	28
Cc1cc(C(=O)COC(=O)c2cccc(S(=O)(=O)N(C)C)c2)c(C)n1CC1CCCO1 (configuration not stated)	18	-4	-13	-28	-1	-19	4.2	23
CCN1CCN(c2ccc(S(=O)(=O)N3CCOCC3)cc2NC(=O)C(C)Oc2ccc(F)cc2)CC1 (configuration not stated)	3	-1	1	-3	-3	-13	-1.9	10
COc1ccc(OC)c(NC(=O)c2nc3ccccc3s2)c1	15	10	-32	-8	-4	-8	1.2	4
CCOC(CCNC(=O)CCC(=O)Nc1ccc2nc(N3CCN(C)CC3)cc(C)c2c1)OCC	8	1	-16	8	-1	6	0.9	-8
O=C(Nc1cnc2sccn2c1=O)c1ccc(Cl)cc1Cl	12	-3	-151	-48	-5	-176	-1.8	-19
CC(C)C(=O)Nc1nnc(-c2ccco2)s1	-5	1	-2	2	-1	9	0.7	5
CC1(C)CC(NC(=O)c2cccc(Cl)c2)CC(C)(C)N1	-3	0	-4	3	1	3	1.4	-3
Cc1cccc(N2C(=O)CN(Cc3ccccc3)C2=S)c1	15	-3	10	-20	-2	13	1.3	43
O=C(Nc1ccccc1)c1c(F)cccc1F	10	0	8	4	1	-5	0.8	13
CCNS(=O)(=O)c1ccc(Br)c(OC)c1	-3	0	4	14	3	3	-0.6	8
Cc1cccc(N2N=C(C(=O)N3Cc4ccccc4CC3C(N)=O)CCC2=O)c1 (configuration not stated)	15	-1	-7	6	-1	7	-2.3	-5
CC(=O)NCCC(=O)Nc1cc(S(=O)(=O)N2CCCCC2)ccc1N1CCN(C)CC1	5	-2	-6	-2	-4	4	0.3	-17
Cc1cc(NC(=O)Nc2cccc(Cl)c2)n(-c2ccccc2)n1	-13	0	-24	7	1	12	0.4	12
CCOC(=O)CNC(=O)CSc1nc(-c2ccc(OC)cc2)ns1	-10	1	-9	7	1	11	1.8	2
COc1ccc(Br)cc1/C=N/NC(=O)c1cc(OC)c(OC)c(OC)c1	5	-4	8	-9	1	13	2.7	2
CC(C)C(=O)NC(NCC1CCCO1)C(Cl)(Cl)Cl (configuration not stated)	-12	-2	-10	13	-1	1	-2.5	4
COc1ccc(S(=O)(=O)NC2CCCCC2)cc1C(=O)N1CCCCC1	4	-1	-8	-8	2	17	-0.3	-7
COc1ccc(CCN2CC(C(=O)N3CCCCCC3)CCC2=O)cc1 (configuration not stated)	-2	-3	2	-4	4	-24	2.3	10
Cc1cc(C)n(S(=O)(=O)c2ccc(F)cc2)n1	25	-4	10	23	-4	14	-0.4	4
COC(=O)c1sccc1NC(=O)CSc1ccc(Cl)cc1	0	2	-7	11	2	0	-0.7	17
COc1ccc(-c2nnc(CSc3nnc(-c4ccncc4)n3C3CCCCC3)o2)cc1OC	3	1	7	-1	3	0	-2.0	21
COC(=O)c1ccccc1NC(=O)C1COc2ccccc2O1 (configuration not stated)	14	2	-15	-42	-1	-15	3.4	32
Cc1cc(C(=O)O)cc(S(=O)(=O)NNC(=O)c2cccs2)c1C	-9	1	-1	7	-1	-13	2.3	13
CCN(Cc1cnn(C)c1)Cc1nc(Cc2ccccc2Cl)no1	18	-1	-8	-13	-1	0	2.4	11

Of the compounds above, these have fluorine.
Compound	APJ antag	UPR XBP1 act	Jurkat NFkB inh	Mdm2-MdmX inh	APJ ag	697 NFkB inh	UPR CHOP act	tim23-1 inh
CCN1CCN(c2ccc(S(=O)(=O)N3CCOCC3)cc2NC(=O)C(C)Oc2ccc(F)cc2)CC1 (configuration not stated)	3	-1	1	-3	-3	-13	-1.9	10
O=C(Nc1ccccc1)c1c(F)cccc1F	10	0	8	4	1	-5	0.8	13
Cc1cc(C)n(S(=O)(=O)c2ccc(F)cc2)n1	25	-4	10	23	-4	14	-0.4	4

Part of the list above, with each value named:
Compound: CN(Cc1ccccc1)c1ncnc2c1cnn2-c1ccccc1
  APJ antag = 0
  UPR XBP1 act = 1
  Jurkat NFkB inh = -115
  Mdm2-MdmX inh = -206
  APJ ag = -3
  697 NFkB inh = -96
  UPR CHOP act = 6.3
  tim23-1 inh = 28

Compound: CCN(Cc1cnn(C)c1)Cc1nc(Cc2ccccc2Cl)no1
  APJ antag = 18
  UPR XBP1 act = -1
  Jurkat NFkB inh = -8
  Mdm2-MdmX inh = -13
  APJ ag = -1
  697 NFkB inh = 0
  UPR CHOP act = 2.4
  tim23-1 inh = 11

Compound: COc1ccc(S(=O)(=O)NC2CCCCC2)cc1C(=O)N1CCCCC1
  APJ antag = 4
  UPR XBP1 act = -1
  Jurkat NFkB inh = -8
  Mdm2-MdmX inh = -8
  APJ ag = 2
  697 NFkB inh = 17
  UPR CHOP act = -0.3
  tim23-1 inh = -7

Remaining list, next part:
Compound	APJ antag	UPR XBP1 act	Jurkat NFkB inh	Mdm2-MdmX inh	APJ ag	697 NFkB inh	UPR CHOP act	tim23-1 inh
Cc1cccc(Cn2c(N(C)CCO)nc3c2c(=O)[nH]c(=O)n3C)c1	3	-1	3	-15	0	-10	0.5	10
Fc1ccc(NC(=S)Nc2cccnc2)cc1Cl	-4	-4	-12	9	-5	-13	-0.3	-25
CC(C)(C)C(=O)Nc1ccc2c(c1)OCCOCCOc1cc(NC(=O)C(C)(C)C)ccc1OCCOCCO2	-13	-2	-23	12	0	3	-2.5	5
CCN1C(=O)CC(N2CCN(c3ccc(C(=O)c4ccncc4)cc3)CC2)C1=O (configuration not stated)	15	5	-10	-4	-5	-11	1.5	-4
COc1cc(C(=O)NCc2nnc(SCC(=O)Nc3cc(C)cc(C)c3)o2)cc(OC)c1OC	-1	-3	0	30	-11	7	-2.2	8
CC(=O)C(Cc1ccc(Cl)nc1)(Cc1ccc(Cl)nc1)C(C)=O	-5	-2	5	3	2	-25	0.7	0
COc1ccc(C2=NS(=O)(=O)N(C)C(C(=O)N3CCN(C)CC3)=C2)cc1	17	-2	-7	-23	3	9	0.2	-8
O=C(O)c1ccc(-n2nnnc2SCc2cccc(Br)c2)cc1	7	-4	-2	11	-2	17	2.6	8
Cc1cc(C(=O)N2CCCC(N3CCN(c4ccccc4C)CC3)C2)nc(C)n1 (configuration not stated)	7	-5	10	2	1	3	-0.8	-4
COc1ccc(NC(=O)CN(C)C(=O)CCCc2nc3ccccc3c(=O)[nH]2)cc1	10	-2	3	12	-10	25	1.9	-12
Cc1nn(S(=O)(=O)c2ccccc2)c(C)c1S(=O)(=O)N1CCC(C)CC1	-8	-3	0	-10	-3	19	0.1	-19
CC1CCN(CCC(=O)N2CCCc3c2c(=O)oc2ccc(O)cc32)CC1	-11	-2	8	12	-1	12	1.9	9
Clc1ccc(-c2nnc(-c3cccnc3)o2)cc1	9	3	-31	0	-4	-33	7.0	15
CCC(=O)Nc1cccc(Oc2nc(C)cc(C)c2C#N)c1	7	-5	3	-7	-3	3	1.7	24
COc1ccccc1NC(=O)CSc1nnc(CNC(=O)COc2ccc(Cl)cc2)o1	-8	1	7	16	-1	13	0.8	5
O=C(CSc1nnc(-c2cccs2)n1-c1cccc(Cl)c1)c1cccc2c1OCCO2	7	-1	-5	-4	-4	-19	1.1	-14
Cc1ccc(OCc2ccc(C(=O)N3CCCC3)o2)c([N+](=O)[O-])c1	17	0	-10	15	-1	-5	3.7	4
Cc1ccc(O)c(N=Nc2ccccc2)n1	18	-7	-82	-87	1	-38	-1.9	54*
COc1cccc(Nc2nc(=O)[nH]nc2C)c1	6	2	1	8	0	-3	-3.4	7
CCOC(=O)/C(C#N)=C\c1cc(C)n(-c2ccccc2)c1C	2	-3	-126	56*	-8	-286	0.7	16
Cn1cccc1/C=N/NC(=O)c1cccc(OC(F)(F)C(F)F)c1	9	7	-28	-7	-3	-35	5.5	12
CCCCCCCSc1nsc(N)n1	4	-2	-11	7	19	-37	-0.7	43
Cc1ccc2[nH]c(-c3ccccc3)c(CN3CCOCC3)c(=O)c2c1	9	0	7	10	0	14	0.0	4
COc1ccc(Cn2nnnc2CN2CCC(O)(c3ccc(F)cc3)CC2)cc1	1	2	-4	-18	-2	-15	-0.3	15
Cn1c(=O)c2c(O)cc(=O)n(-c3ccccc3)c2n(C)c1=O	16	1	-10	-26	6	5	6.7	21
C/C=C/C(=O)Nc1nnc(C2CCCCC2)s1	-11	1	-6	-10	0	5	2.6	37
Cc1ccc(SCC(=O)OCC(=O)N(CCC#N)c2ccccc2)cc1	10	-2	11	17	-5	32	0.8	24
Cc1cc(-c2cccs2)nc(-n2cccc2)n1	-4	5	-9	5	-3	7	2.0	29
O=C1CCCC2=C1C(c1cccc(O)c1)c1c(ccc3ncccc13)N2 (configuration not stated)	5	-2	9	22	-1	18	1.2	-3
CC1C(=O)Nc2ccccc2N1C(=O)c1ccc(F)cc1F (configuration not stated)	4	0	-9	21	0	0	-1.7	-1
Cc1cc(C)cc(OCC(=O)N(C)CC(=O)Nc2ccc(N3CCOCC3)cc2)c1	-39	1	12	10	-4	-6	1.8	4
CC(C)CCSc1nc2ccccc2[nH]1	9	0	-64	-126	-3	-71	4.2	18
Cc1ccc(C(=O)NNC(=O)COC(=O)COc2ccccc2C#N)cc1	-3	2	-6	-12	-1	4	-0.7	-8
C/C(=N\NC(=O)c1ccc(-c2ccccc2)cc1)c1ccco1	19	2	2	-14	-2	8	3.7	2
COc1ccc(NC(=O)CSc2sc3c(O)cc(=O)[nH]c3c2C#N)c(OC)c1	4	2	5	16	-2	17	1.4	-4

Screens from PubChem BioAssay.
